Screening data deposited in PubChem by National Center for Advancing Translational Sciences (NCATS).
TRHR PAM: qHTS for Small Molecule Agonists and Allosteric Enhancers of Human TRH Receptor: Primary Screen for Enhancers. TRHR cells, fluo-8 calcium fluorescence, EC20 TRH enhancement. enhancement, % at 2 µM. 360,000 tested, 0.66% active. AID 493056, 2011; in the data active = enhancement above about 30%; note: 0% is about no effect
Target sequence (P34981 whole entry, looked up): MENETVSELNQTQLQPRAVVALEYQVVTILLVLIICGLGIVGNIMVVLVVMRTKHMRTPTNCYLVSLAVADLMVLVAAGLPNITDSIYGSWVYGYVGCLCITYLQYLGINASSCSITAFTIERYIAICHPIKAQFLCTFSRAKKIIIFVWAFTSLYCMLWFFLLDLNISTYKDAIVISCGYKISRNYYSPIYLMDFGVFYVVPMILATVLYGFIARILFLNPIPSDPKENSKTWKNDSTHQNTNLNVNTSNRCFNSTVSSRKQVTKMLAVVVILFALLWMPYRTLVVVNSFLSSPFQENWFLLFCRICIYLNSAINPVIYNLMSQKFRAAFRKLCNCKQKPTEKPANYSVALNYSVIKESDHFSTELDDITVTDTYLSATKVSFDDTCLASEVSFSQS
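TRHR-expressing cells loaded with fluo-8 calcium dye were read kinetically (ex 480/em 530) during compound addition, then stimulated with an EC20 of TRH (10 nM final). Enhancement of the Gq-mediated intracellular calcium response was scored.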
D1 potentiator: Potentiators of Human D1 Dopamine Receptor: qHTS; D(1A) dopamine receptor (Homo sapiens), P21728; HEK293 TREx D1 cells, calcium flux, dopamine EC20 potentiation; potentiation, % at 10 µM; 360,000 tested, 0.036% active; AID 504651, 2011; in the data active = potentiation above about 30%; note: 0% is about no effect
Target sequence (P21728 whole entry, looked up): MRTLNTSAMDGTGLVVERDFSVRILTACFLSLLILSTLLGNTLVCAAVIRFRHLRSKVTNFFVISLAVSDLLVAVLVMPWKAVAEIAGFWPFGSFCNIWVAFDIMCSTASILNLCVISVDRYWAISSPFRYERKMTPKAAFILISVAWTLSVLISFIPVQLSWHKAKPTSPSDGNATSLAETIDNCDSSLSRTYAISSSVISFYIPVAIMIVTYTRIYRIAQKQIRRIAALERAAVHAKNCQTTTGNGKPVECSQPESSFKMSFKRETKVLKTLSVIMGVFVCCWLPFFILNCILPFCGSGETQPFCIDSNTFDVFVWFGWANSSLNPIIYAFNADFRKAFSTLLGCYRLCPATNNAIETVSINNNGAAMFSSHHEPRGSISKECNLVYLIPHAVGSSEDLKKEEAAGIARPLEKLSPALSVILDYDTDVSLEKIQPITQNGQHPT
D2 PAM: HTS Assay for Positive Allosteric Modulators of the Human D2 Dopamine Receptor: Primary Screen for Potentiators. D(2) dopamine receptor (Homo sapiens), P14416. potentiation, % at 10 µM. 340,000 tested, 0.34% active. HEK293 T-REx D2, calcium flux, EC20 dopamine potentiation;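 active = potentiation over 3 SD above the plate norm, cut at about 30% in these data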; note: 0% is about no effect
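Potentiation of an EC20 dopamine calcium response measured kinetically over 180 s, after a preceding 180 s compound-only read flagging agonists. Cells: inducible Hek293 Trex D2 line, 4000/well, cultured overnight at 30 C before dye loading.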
D2 antagonist: HTS Assay for Allosteric Antagonists of the Human D2 Dopamine Receptor: Primary Screen for Antagonists; inhibition, % at 10 µM; 340,000 tested, 2% active; D(2) dopamine receptor (Homo sapiens), P14416; HEK293 TREx D2 cells, calcium flux, dopamine EC80; in the data active = inhibition above about 30%; note: 0% is about no effect
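Tetracycline-induced HEK293 T-REx cells expressing D2 force-coupled to calcium signalling were dye-loaded, exposed to compound for 180 s, then challenged with an EC80 of dopamine; calcium flux was followed kinetically for a further 180 s.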
TRHR ag: qHTS for Small Molecule Agonists and Allosteric Enhancers of Human TRH Receptor: Primary Screen for Agonists. Thyrotropin-releasing hormone receptor (Homo sapiens), P34981. activation, % at 2 µM. TRHR cells, calcium flux fluo-8, FDSS agonist mode. 360,000 tested, 0.18% active. AID 493084, 2011; note: 0% is about no effect
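In this calcium-flux screen, cells bearing human TRHR are dye-loaded with fluo-8, baselined for 10 cycles, then exposed to library compounds; positive kinetic calcium responses during the agonist phase mark hits, with TRH as control.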
D1 antagonist: Antagonist of Human D 1 Dopamine Receptor: qHTS; D(1A) dopamine receptor (Homo sapiens), P21728; HEK293 TREx D1 cells, calcium flux, dopamine EC80; active compounds read low; activity change, negative = inhibition, % at 10 µM; 360,000 tested, 3.2% active; AID 504652, 2011; in the data active = activity change below about -30%; note: % is set by controls: 0 for no effect and ±100 for the full control effect
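Compound effects on dopamine-evoked calcium signalling were measured in tetracycline-induced HEK293 Trex D1 cells. Dopamine at EC80 followed a 180 s compound pre-read, and fluorescence was tracked kinetically for 180 s more.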
D2 agonist: HTS Assay for Allosteric Agonists of the Human D2 Dopamine Receptor: Primary Screen for Agonists | HEK293 T-REx D2 cells, calcium flux agonist mode | activation, % at 2 µM | 340,000 tested, 0.53% active | D(2) dopamine receptor (Homo sapiens), P14416;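 active = activation over 3 SD above normal in the single-dose calcium agonist read, cut at about 30% in these data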; note: 0% is about no effect
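Tetracycline-induced HEK293 T-REx cells with force-coupled D2 receptor, plated overnight at 30 C, loaded with no-wash calcium dye. After a 10 s baseline, compound was pin-added and calcium flux read kinetically for 180 s; calcium rises flagged agonists.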
RXFP1 antag: qHTS Assay for Antagonists of the Relaxin Receptor RXFP1 | 350,000 tested, 0.59% active | activity change, negative = inhibition, % at 57.5 µM | AID 1259400, 2018 | HEK293-RXFP1, relaxin-stimulated cAMP HTRF, 30 min; active compounds read low | Relaxin receptor 1 (Homo sapiens), Q9HBX9;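 active = activity change of -60% or lower, but not beyond a set lower limit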; note: % is set by controls: 0 for no effect and ±100 for the full control effect
D1 ag: Allosteric Agonists of the Human D1 Dopamine Receptor: qHTS; activation, % at 2 µM; 360,000 tested, 1% active; HEK293 T-REx D1 cells, calcium flux, agonist mode; D(1A) dopamine receptor (Homo sapiens), P21728; note: 0% is about no effect
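Tetracycline-induced HEK293 TREx D1 cells, force-coupled to calcium signalling, were dye-loaded with a no-wash calcium kit. Compound was pin-added after a 10 s baseline. Fluorescence was read kinetically at 1 cycle/s for 180 s, with calcium rises flagged as agonism.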
Active calls of the source: *; . = no result given. Cut-off read from the data, not from the text of the source, unless noted: active = activation above about 30%; inactive = the rest. Rows are unselected; about 7.1% have a hit in one of these screens.

Values run as follows: TRHR PAM	D2 PAM	D1 ag	D2 agonist	D1 antagonist	TRHR ag	D1 potentiator	D2 antagonist	RXFP1 antag
CC1(C(=O)NNC(=O)c2cccc([N+](=O)[O-])c2)CC1(Br)Br (configuration not stated)
 : -1	-4	1	0.2	7	0.1	-13	2	-1
Cc1ccc(-n2ncc(C(=O)NCc3ccc4c(c3)OCO4)c2C2CCN(C(=O)OC(C)(C)C)CC2)c(C)c1
 : 8	7	3	0.2	8	0.4	-2	.	-20
Cc1nc(Cl)nc(N(C)c2ccccc2)c1[N+](=O)[O-]
 : 0	-10	4	-0.2	39	0.4	-4	0	-17
CN(CC(=O)Nc1ccccc1Cl)C(=O)CSc1nc2ccccc2s1
 : 2	-5	-1	0.1	-6	-0.3	0	-1	5
Nc1c(C(=O)CSc2nncn2-c2ccccc2)c(=O)[nH]c(=O)n1C1CC1
 : -3	-4	6	0.0	-15	0.1	.	-31	1
Cn1c(=O)c2c(nc(CN3CCN(c4ccc(F)cc4)CC3)n2Cc2ccccc2F)n(C)c1=O
 : 9	9	2	1.0	12	-0.4	8	-35	9
CC1CCN(S(=O)(=O)c2cc(C(=O)Nc3ccccn3)ccc2Br)CC1
 : -5	-5	1	1.5	-10	-0.4	-2	7	-17
O=C(COC(=O)CCc1c[nH]c(=O)[nH]1)Nc1ccccc1
 : 4	.	-1	.	2	-0.3	5	.	-10
C=CCSc1nc(O)c(CC)c(=O)n1C(C)CC (configuration not stated)
 : 4	3	6	0.0	-4	0.1	0	-11	7
O=C(c1ccccc1)N1CCc2cc(CNS(=O)(=O)c3ccccc3Cl)ccc21
 : 3	-6	7	.	0	-0.8	-2	.	4
CC(=O)N1CCN(c2ccc([N+](=O)[O-])c(-n3nc(C)cc3C)c2)CC1
 : 0	4	2	-0.4	-1	0.1	-1	-8	4
Cc1ccc2nc(SCC(=O)c3ccc(Cl)s3)[nH]c2c1
 : 1	-22	6	-0.9	-12	-0.2	4	3	-10
COc1cccc(OC)c1C(=O)Nn1c(C2CCC2)nc2ccccc2c1=O
 : 0	-2	1	0.5	6	-0.5	-5	10	4
COc1ccc(NC(=O)NC2CCCc3ccccc32)cc1 (configuration not stated)
 : -4	10	2	0.3	-43*	0.8	-9	-9	-2
Cc1ccc(CNC(=O)C2CCC(=O)N(CCc3ccc(Cl)cc3)C2)cc1 (configuration not stated)
 : -5	0	3	-0.7	7	-0.8	-2	14	-9
Cc1ccccc1CN1C[C@@H]2C[C@@H](c3cnc(N4CCOCC4)s3)N3CCC[C@@]23C1=O
 : 4	1	0	0.7	-20	0.1	3	37*	-2
CC(C)(CO)NCC(O)COc1ccc2c(c1)CCC2 (configuration not stated)
 : -3	16	0	0.6	0	0.6	-2	-1	5
Cc1ccc(-c2ccnc3cc(C)nn23)cc1
 : 0	5	2	-2.4	-1	0.1	1	8	16
O=C(N/N=C/c1ccco1)C1CCCC1
 : 7	22	3	-0.4	-29	1.2	10	10	3
CC(CCO)Nc1nc2c(c(=O)n(C)c(=O)n2C)n1Cc1ccc(Br)cc1 (configuration not stated)
 : 8	10	0	-0.7	-6	-0.9	0	.	1

Just RXFP1 antag, for 2 of the compounds above:
canonical_smiles	RXFP1 antag
CC1CCN(S(=O)(=O)c2cc(C(=O)Nc3ccccn3)ccc2Br)CC1	-17
Cc1nc(Cl)nc(N(C)c2ccccc2)c1[N+](=O)[O-]	-17

The list continues.
Values run as follows: TRHR PAM	D2 PAM	D1 ag	D2 agonist	D1 antagonist	TRHR ag	D1 potentiator	D2 antagonist	RXFP1 antag
CC(C)Oc1ccc(N2CC(C(=O)Nc3ccc4c(c3)OCO4)CC2=O)cc1 (configuration not stated)
 : 7	-6	4	0.6	-2	0.2	-2	4	.
Cc1ccc(-c2nnn(CC(=O)N(c3ccc(F)cc3)C(C(=O)NC3CCCC3)c3ccncc3)n2)o1 (configuration not stated)
 : 0	4	2	0.2	-4	0.6	4	-14	-18
CC(C)c1nc(CN2CCCCC2)cc(=O)[nH]1
 : -3	.	0	.	16	1.3	6	.	0
O=C(COC(=O)C1CCN(c2ccc(C(F)(F)F)cn2)CC1)Nc1ccc(Cl)cc1
 : 3	-2	11	1.2	-22	2.1	-13	2	-8
O=C(N/N=C/c1cccc(Oc2ccccc2)c1)c1cccc(Br)c1
 : 5	10	5	0.0	-24	1.7	-10	-15	-14
COc1ccc(NC(=O)Nc2ccccc2F)c(C)c1
 : 18	9	2	-2.4	-37*	-0.2	-3	-21	23
Cc1ccc[n+](CC(=O)c2ccccc2)c1
 : -12	6	4	-2.2	-7	-0.3	-1	18	.
Cc1ccc(N(C(=O)c2csnn2)C(C(=O)NC2CCCCC2)c2ccccn2)c(C)c1 (configuration not stated)
 : 20	0	2	0.7	-5	0.4	-5	-20	0
CCc1cccc(C)c1NC(=S)N(CCN(C)C)Cc1cccs1
 : 0	6	1	0.0	23	-0.3	0	4	-17
O=C(Nc1ccc(C(=O)N2CCCCC2)cc1)c1cccc([N+](=O)[O-])c1
 : 9	-8	8	-0.3	-28	0.2	-4	14	-16
CCOc1ccc(N(CC(=O)Nc2ccc(C)cc2C)S(C)(=O)=O)cc1
 : 2	-9	2	-0.8	-5	-0.6	-7	9	5
CCOC(=O)N1CCC(N2Cc3cccc(C(=O)NCC4CCN(CC(C)C)C4)c3C2=O)CC1 (configuration not stated)
 : 16	.	1	.	0	-0.8	.	.	-7
COCCCNC(=S)N(Cc1ccccc1)Cc1ccccc1
 : 2	-11	1	1.1	0	6.2	-2	-11	14
COc1ccccc1C(=O)COC(=O)c1c(-c2ccccc2)noc1C
 : 4	14	0	-0.5	-13	-0.2	7	2	18
C/C(=N\OCC(=O)Nn1c(=O)[nH]c2ccccc2c1=O)c1cccs1
 : 4	9	0	0.3	12	0.3	1	-2	-1
Nc1ccc(C(=O)N/N=C/c2c[nH]c3ccccc23)cc1
 : 0	12	4	-0.1	-9	-0.2	-8	-3	4
COc1cc(/C=C/C(=O)Oc2coc(CSc3ncccn3)cc2=O)cc(OC)c1OC
 : 5	-7	-2	-0.5	-4	0.1	9	15	-1
Cc1cc(NC(=O)CC2CCCC2)n(-c2nc3ccccc3[nH]2)n1
 : 4	-3	1	-0.3	1	-0.2	-10	-38	-11
CC(=O)Nc1ccc(NC(=O)C2C3CCC(C3)C2C(=O)O)cc1 (configuration not stated)
 : -2	.	2	.	-7	0.6	-8	.	0
O=C(NC(Cc1ccccc1)C(=O)N1CCCC1C(=O)O)c1ccccc1 (configuration not stated)
 : -3	11	0	0.7	1	0.5	-6	24	3

3 compounds out of the list above, arranged by the number in D2 antagonist, low to high.
canonical_smiles	D2 antagonist
Cc1cc(NC(=O)CC2CCCC2)n(-c2nc3ccccc3[nH]2)n1	-38
Cc1ccc(-c2nnn(CC(=O)N(c3ccc(F)cc3)C(C(=O)NC3CCCC3)c3ccncc3)n2)o1 (configuration not stated)	-14
CCOc1ccc(N(CC(=O)Nc2ccc(C)cc2C)S(C)(=O)=O)cc1	9

More records follow:
Values run as follows: TRHR PAM	D2 PAM	D1 ag	D2 agonist	D1 antagonist	TRHR ag	D1 potentiator	D2 antagonist	RXFP1 antag
Cc1csc(SCC(=O)NC(=O)Cc2ccccc2)n1
 : -5	-6	4	-0.2	15	-0.9	-2	-3	-2
O=C1NCCCN1Cc1ccc(F)cc1
 : 6	12	2	-0.4	0	-0.1	-1	17	3
C/C(CC(C)C)=N\NC(=O)Nc1ccccc1
 : 0	-4	3	-0.8	10	0.7	-2	7	-9
C/C(=N\NC(=O)c1ccc([N+](=O)[O-])cc1)c1c(O)cc(C)oc1=O
 : -1	-17	-3	-0.4	-4	0.1	4	9	0
Cc1ccc(S(=O)(=O)c2nnn(-c3ccc(F)c(Cl)c3)c2N)cc1
 : 10	-4	76*	-0.2	-23	5.3	2	.	-11
COC(=O)c1sccc1S(=O)(=O)N(CC(=O)Nc1cc(C)cc(C)c1)c1ccc(Cl)cc1
 : 1	2	6	0.3	9	2.1	-2	.	-5
O=C(NCc1ccccc1Cl)c1ccc(-c2ccccc2)cc1
 : 2	0	6	-0.2	6	0.2	-1	-13	2
CCOC(=O)n1c(=O)[nH]c2ccc(Br)cc21
 : -5	.	2	.	24	-0.1	0	.	6
O=C(NCc1ccccc1)c1noc2c1CCCCC2
 : -1	-3	3	-1.4	-5	-0.2	0	4	-21
CCOC(=O)C(Cc1ccccc1)NC(=O)CNC(=O)CNC(=O)OCc1ccccc1 (configuration not stated)
 : 11	-3	1	0.1	1	0.3	2	-19	-3
CC(C)C(=O)Nc1cccc(C(=O)Nc2cc([N+](=O)[O-])ccc2Cl)c1
 : 8	-4	10	-0.1	-4	0.5	-3	-8	21
O=C(CCCC(=O)Nc1cccc(Br)c1)N/N=C/c1cc([N+](=O)[O-])ccc1O
 : -1	-10	4	0.8	-8	-0.7	2	3	1
Cc1cc2nc(-c3ccc(NC(=O)c4ccccc4F)cc3)oc2cc1C
 : 1	5	0	-0.9	-8	-0.4	-2	.	-3
Cc1ccccc1NC(=O)Cc1nc(COC(=O)COc2cccc(C)c2C)cs1
 : 5	11	9	0.8	19	0.1	-7	-1	-21
CCOc1ccc(N2C(=O)CC(NC3CCN(C(=O)c4cccs4)CC3)C2=O)cc1 (configuration not stated)
 : 2	12	79*	0.5	29	-0.2	-4	-7	-6
O=C(Cn1c(=O)oc2cc(S(=O)(=O)NCc3ccccc3)ccc21)Nc1cccc(F)c1
 : -3	17	4	1.6	-3	0.1	-2	.	.
CCCn1c(=S)[nH]c2cc(OC)c(OC)cc2c1=O
 : 4	-1	1	-0.7	6	0.3	-3	-18	-27
COc1ccc(C(=O)/C=C/c2ccc3c(c2)OCCO3)cc1
 : -3	-6	3	-0.8	-16	0.2	3	9	-23
CCn1cc(Br)c(C(=O)Nc2nccs2)n1
 : 3	-3	3	0.1	0	-0.5	1	-2	10
CCC(C)(C)NC(=O)CN(Cc1ccco1)C(=O)CCC(=O)Nc1nccs1
 : 13	-5	3	-1.0	2	0.9	.	-4	11
CCOc1ccc(-c2nc(Cn3c(=O)cc(C)c4c(C)nn(-c5ccccc5)c43)c(C)o2)cc1
 : -4	14	1	0.3	18	0.1	-1	.	-2
CN(Cc1ccccc1)C(=O)c1cn(C)c2ccc(S(=O)(=O)N3CCCCC3)cc2c1=O
 : -10	-5	-1	-1.2	-22	0.1	0	.	-4
O=C(NCCCN1CCOCC1)c1cc2c(s1)CSC2
 : 5	-5	0	-0.1	-10	0.1	-2	2	6
